High-throughput results deposited in PubChem BioAssay by National Center for Advancing Translational Sciences (NCATS).
MBNL1-CUG inh: inhibitors of human MBNL1 binding to CUG repeat RNA | AID 2675 | Q9NR56 | Potency, µM (series often up to 57.5 µM), without a hit: at the top dose activity change, negative = inhibition, most hits filed as inhibitors | 280,000 tested, 0.036% active | TR-FRET MBNL1-His/biotin-(CUG)12 binding, 665/545 ratio; active = well fitted inhibition curve with a large enough effect in the signal ratio, with a control signal flat, not every such curve was filed as active; inconclusive = small, poorly fitted or top-dose-only effect, or effect the other way, or a change in a side signal; inactive = no such curve, though single readings can be large or run the other way; the % refers to the signal ratio; also: potency is read from the fitted curve at half-maximal effect; % is scaled to controls: 0 for no effect and ±100 for the full control effect
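His-tagged MBNL1 binding to biotinylated (CUG)12 RNA was measured by TR-FRET using terbium anti-His antibody (0.055 ng/ul final) and streptavidin-XL665 (5 nM final). Compounds were titrated 92 nM to 58 uM; 60 min at room temperature.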
NPC1 promoter act: NPC1 promoter activation. Potency, µM (titrated, usually from 9.22 µM), for inactives: at the top dose activation, most hits filed as activators. 320,000 tested, 2.4% active. Huh7 NPC1 promoter luciferase reporter, 24 h;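 also: potency is read from the fitted curve at half-maximal effect; % of control where 0% means no effect; nearly all actives have a fitted effect of over 60% in size; reporter is driven by a mutant NPC1 promoter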
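Compounds in DMSO were transferred onto Huh7 NPC1-luciferase reporter cells pre-incubated 2 h; after 24 h at 37 °C, Amplite reagent was dispensed and luminescence recorded 10 min later.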
Mito fusion act: mitochondrial division inhibition or fusion activation | 320,000 tested, 0.23% active | S. cerevisiae fusion-defective mutant growth rescue, CellTiterGlo 48 h | Potency, µM (titrated, usually from 46.1 µM), for inactives: top-dose growth rescue (activation), usual class: activators;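 also: potency is read from the fitted curve at half-maximal effect; % of control where 0% means no effect; nearly all actives have a fitted effect of over 45% in size; temperature-sensitive fusion mutants such as fzo1-1 at 37 °C on non-fermentable ethanol glycerol medium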
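Compounds are tested for their ability to restore growth of mitochondrial fusion-defective yeast strains at non-permissive 37C in YPEG medium over 48 hours. Viability is quantified by luciferase luminescence.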
RORg inh: blocks mouse ROR gamma transcriptional activity; Drosophila S2 Gal4-RORgamma UAS-luciferase reporter, 20 h; Potency, µM (top dose mostly 53.6 µM), inactives show at the highest dose activity change, negative = inhibition, most hits filed as inhibitors; 310,000 tested, 5.4% active; P51450; also: potency is read from the fitted curve at half-maximal effect; % is scaled to controls: 0 for no effect and ±100 for the full control effect; nearly all actives have a fitted effect of over 60% in size
Target sequence (P51450 whole entry, looked up, the tested form may be a part): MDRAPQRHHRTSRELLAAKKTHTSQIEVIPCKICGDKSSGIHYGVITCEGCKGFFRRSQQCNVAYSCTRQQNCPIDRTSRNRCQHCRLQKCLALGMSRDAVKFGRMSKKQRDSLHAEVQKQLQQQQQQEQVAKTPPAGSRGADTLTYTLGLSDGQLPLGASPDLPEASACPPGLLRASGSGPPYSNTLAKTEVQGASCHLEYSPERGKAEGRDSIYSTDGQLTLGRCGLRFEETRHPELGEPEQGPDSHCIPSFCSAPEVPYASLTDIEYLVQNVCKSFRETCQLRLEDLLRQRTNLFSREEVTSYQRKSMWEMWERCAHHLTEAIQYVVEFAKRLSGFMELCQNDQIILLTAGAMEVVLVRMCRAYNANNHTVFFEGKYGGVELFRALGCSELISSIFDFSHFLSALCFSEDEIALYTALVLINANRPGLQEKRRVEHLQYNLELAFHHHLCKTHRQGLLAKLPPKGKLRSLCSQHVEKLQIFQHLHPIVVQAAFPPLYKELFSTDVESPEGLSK
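Stably transfected Drosophila Schneider cells are the test system, with ROR gamma fused to Gal4 and luciferase under UAS control; luminescence is read after 20 hr of 700 uM copper sulfate induction at ambient temperature.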
Gal4-VP16 FLuc: Gal4-VP16 reporter inhibition counter-screen | Drosophila S2 Gal4-VP16 UAS-luciferase, luminescence, 20 h | Potency, µM (highest dose often 53.6 µM), for inactives: top-dose activity, negative = inhibition, usual class: inhibitors | 310,000 tested, 3.5% active | AID 2546;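 also: Gal4-VP16 expression switched on by copper sulfate through the metallothionein promoter; potency is read from the fitted curve at half-maximal effect; % is scaled to controls: 0 for no effect and ±100 for the full control effect; nearly all actives have a fitted effect of over 50% in size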
Menin-MLL TR inh: inhibitors of human menin-MLL interaction, mutant MLL peptide; Potency, µM (highest dose often 61.6 µM), without a hit: top-dose FP activity change, negative = inhibition, most hits filed as inhibitors; AID 1768; Menin + Texas Red MLL mutant peptide, fluorescence polarization; O00255; 270,000 tested, 0.23% active; active = well fitted inhibition curve with a large enough effect in the polarisation, with a control signal flat, not every such curve was filed as active; inconclusive = small, poorly fitted or top-dose-only effect, or effect the other way, or a change in a side signal; inactive = no such curve, though single readings can be large or run the other way; the % refers to the polarisation; also: potency is read from the fitted curve at half-maximal effect; % of control where 0% means no effect; many of its hits are not listed in these tables
Target sequence (O00255 whole entry, looked up): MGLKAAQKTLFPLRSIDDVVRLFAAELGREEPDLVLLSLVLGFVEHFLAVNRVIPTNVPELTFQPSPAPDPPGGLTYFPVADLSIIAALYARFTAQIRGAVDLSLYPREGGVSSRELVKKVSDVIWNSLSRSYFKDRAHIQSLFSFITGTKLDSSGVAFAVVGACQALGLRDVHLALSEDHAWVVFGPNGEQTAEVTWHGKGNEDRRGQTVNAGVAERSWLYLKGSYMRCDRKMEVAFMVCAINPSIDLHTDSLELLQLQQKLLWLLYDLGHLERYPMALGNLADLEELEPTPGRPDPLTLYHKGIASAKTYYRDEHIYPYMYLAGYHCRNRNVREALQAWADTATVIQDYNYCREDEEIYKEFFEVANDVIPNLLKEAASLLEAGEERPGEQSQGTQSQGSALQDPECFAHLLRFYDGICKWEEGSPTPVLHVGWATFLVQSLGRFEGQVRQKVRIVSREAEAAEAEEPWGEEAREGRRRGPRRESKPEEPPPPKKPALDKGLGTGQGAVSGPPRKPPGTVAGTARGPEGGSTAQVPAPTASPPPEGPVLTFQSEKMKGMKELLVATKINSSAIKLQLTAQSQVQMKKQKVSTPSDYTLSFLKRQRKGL
FLuc counter: counter-screen for miR-21 project: firefly luciferase inhibitors or activators | P08659 | purified FLuc, Km substrates, luminescence inhibition | Potency, µM (doses to about 57.5 µM), inactives show top-dose activity change, negative = inhibition, hits mostly inhibitors | 360,000 tested, 6.9% active | AID 588342;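 also: potency is read from the fitted curve at half-maximal effect; plate controls were vehicle for no effect and reference inhibitor for full effect; nearly all actives have a fitted effect of over 55% in size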
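Biochemical qHTS of compounds, final roughly 60 µM downward over six points, against 10 nM purified firefly luciferase using Km concentrations of substrates (10 uM D-luciferin, 10 uM ATP) in Tris acetate pH 7.5 buffer; luminescence output.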
KCNH2 3.1 inh: inhibitors of human KCNH2 3.1 potassium channel isoform; U2OS KCNH2 3.1, thallium flux FluxOr; stronger effect = lower value; activity change, % (tested at about 1.8 µM); 340,000 tested, 0.95% active; AID 720553;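 active = maximum activity change below -70%; inconclusive = maximum activity change from -70% to -50%; inactive = maximum activity change above -50%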;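 also: thallium influx rate constant from kinetic fluorescence after stimulation buffer; % is scaled to controls: 0 for no effect and ±100 for the full control effect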
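Measured as rate of thallium-driven FluxOr signal in transduced U2OS cells carrying the 3.1 channel, read kinetically for 2 min upon stimulation; values are rate constants scaled to DMSO control wells.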
Rab9 prom act: activates the Rab9 promoter; Huh7 Rab9 promoter-luciferase reporter, luminescence, 24 h; Potency, µM (doses to about 9.22 µM), for the others: top-dose activation, negative = inhibition, actives largely listed as activators; 320,000 tested, 2.8% active; also: potency is read from the fitted curve at half-maximal effect; % of control where 0% means no effect; nearly all actives have a fitted effect of over 60% in size
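Using Huh7 cells stably transfected with Rab9 promoter–luciferase, compounds were incubated 24 h at 37 °C, 5% CO2; luciferase luminescence was read 10 min after reagent addition.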
PKM2 act: increases activity of human pyruvate kinase M2. purified PKM2, Kinase-Glo ATP luminescence, activation; response scale: 0% is enzyme alone, no compound. Potency, µM (doses to about 57.5 µM), without a hit: top-dose activation, most hits filed as activators. 260,000 tested, 0.34% active; also: potency is read from the fitted curve at half-maximal effect; % is scaled to controls: 0 for no effect and ±100 for the full control effect; nearly all actives have a fitted effect of over 55% in size
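Kinase-Glo luminescence reports ATP generated from ADP (0.1 mM) and PEP (0.5 mM) by purified hPK-M2 after 1 h at room temperature, pH 7.2 imidazole buffer; intermediate enzyme activity allows detecting inhibitors and activators.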
ELG1 DNA repair: inhibitors of ELG1-dependent DNA repair in HEK293T cells; HEK293T ELG1-luciferase reporter, luminescence, 16 h; DNA damage induced by 5-fluorouridine; Potency, µM (doses to about 46.1 µM), for the others: at the highest dose activity change, negative = inhibition, actives largely listed as inhibitors; 330,000 tested, 2.3% active; also: potency is read from the fitted curve at half-maximal effect; % is scaled to controls: 0 for no effect and ±100 for the full control effect; nearly all actives have a fitted effect of over 55% in size
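5-Fluorouridine DNA damage + compound/DMSO, 2,000 cells/well, 16 h, 37 °C/5% CO2. ONE-Glo, 30 min RT, luminescence. Readout = decrease in reporter signal.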
Starred values were filed as active, the others as inactive; [ ] = remark or other dose. Unless noted, calls follow the shape of the dose curve; as a rule, active = well fitted curve in the direction sought with a large enough effect; inconclusive = small, poorly fitted or top-dose-only effect, or another doubt; inactive = no such curve, though single readings can be large; an effect the other way counts as inactive or inconclusive. Not all compounds are listed; count on the stated rates, not on these rows.

Screening CCOc1cc(/C=N/NC(=O)C(=O)NC)cc(Br)c1O returned NPC1 promoter act -4%, Mito fusion act 4%, RORg inh -23%[10 µM], Gal4-VP16 FLuc 0%, Menin-MLL TR inh -4%, FLuc counter 0%, KCNH2 3.1 inh 5, Rab9 prom act -15%, PKM2 act -15% and ELG1 DNA repair 23%.
Cc1nn(-c2ccccc2)c(C)c1NC(=O)COC(=O)[C@@H](NC(=O)c1ccccc1)C(C)C was read as NPC1 promoter act 8%, Mito fusion act 28%, FLuc counter 7%, KCNH2 3.1 inh 4, Rab9 prom act 4% and ELG1 DNA repair -11%.
N#CCCn1cc(/C=C2\NC(=S)N(c3ccccc3)C2=O)c(-c2ccc(F)cc2)n1 was read as MBNL1-CUG inh inconclusive, NPC1 promoter act -6%, Mito fusion act 2%, RORg inh inconclusive, Gal4-VP16 FLuc -25%[10 µM], Menin-MLL TR inh inconclusive, FLuc counter 0%, KCNH2 3.1 inh 10, Rab9 prom act 0%, PKM2 act -24% and ELG1 DNA repair inconclusive.
Screening O=C(COc1ccccc1[N+](=O)[O-])NCCCN1CCCC1=O returned NPC1 promoter act -3%, Mito fusion act -2%, FLuc counter 0%, KCNH2 3.1 inh -11, Rab9 prom act -4% and ELG1 DNA repair 20%.
`Cc1cc(C(=O)NC(C)c2ccncc2)no1` (centres undefined) gave MBNL1-CUG inh 1%, NPC1 promoter act -3%, Mito fusion act -1%, RORg inh 15%, Gal4-VP16 FLuc 7%, Menin-MLL TR inh inconclusive, FLuc counter 3%[2.3 µM], KCNH2 3.1 inh 7, Rab9 prom act 1%, PKM2 act 6% and ELG1 DNA repair 11%.
COc1ccccc1C(=O)NC(=O)Cn1nc(C)c([N+](=O)[O-])c1C was read as NPC1 promoter act -2%, Mito fusion act 1%, FLuc counter -2%, KCNH2 3.1 inh 4, Rab9 prom act -1% and ELG1 DNA repair 0%.
Screening O=S(=O)(Nc1nccs1)c1ccc(NCc2cc(Br)cc(Br)c2O)cc1 returned NPC1 promoter act -3%, Mito fusion act 11%, RORg inh 30%, Gal4-VP16 FLuc -3%, FLuc counter -14%, KCNH2 3.1 inh -14, Rab9 prom act 0%, PKM2 act -2% and ELG1 DNA repair -16%.
Screening CC(C)N(C(=O)COC(=O)c1ccc(Cl)nc1)C(C)C returned MBNL1-CUG inh -2%, NPC1 promoter act -1%, Mito fusion act 1%, RORg inh -9%, Gal4-VP16 FLuc -15%, Menin-MLL TR inh -2%, FLuc counter 0%, KCNH2 3.1 inh 8, Rab9 prom act 0%, PKM2 act -37% and ELG1 DNA repair 7%.
`Cc1ccsc1/C=N/N1CCN(c2ccccc2)CC1` gave MBNL1-CUG inh 3%, NPC1 promoter act inconclusive, Mito fusion act 0%, RORg inh 40%, Gal4-VP16 FLuc 8%, Menin-MLL TR inh 11%, FLuc counter inconclusive, KCNH2 3.1 inh 0, Rab9 prom act inconclusive, PKM2 act 0% and ELG1 DNA repair inconclusive.
Screening O=C(CCN1C(=O)S/C(=C\c2ccc(Cl)cc2)C1=O)Nc1ccc(C(=O)O)cc1 returned MBNL1-CUG inh 2%, NPC1 promoter act -5%, Mito fusion act 1%, RORg inh 4%, Gal4-VP16 FLuc -2%, FLuc counter 15µM*, KCNH2 3.1 inh 6, Rab9 prom act 30%, PKM2 act -9% and ELG1 DNA repair inconclusive.
For O=C(CSc1n[nH]c(-c2ccccc2O)n1)NC1CCCCC1 the results were MBNL1-CUG inh 20%, NPC1 promoter act -3%, Mito fusion act 18%, RORg inh -29%, Gal4-VP16 FLuc 25%, Menin-MLL TR inh 8%, FLuc counter -4%, KCNH2 3.1 inh 27, Rab9 prom act 0% and ELG1 DNA repair 1%.
O=C(CSc1ncnc2nc[nH]c12)NCCc1ccccc1 was read as MBNL1-CUG inh -5%, NPC1 promoter act 12%, Mito fusion act -1%, RORg inh 1%, Gal4-VP16 FLuc -3%, Menin-MLL TR inh -4%, FLuc counter 1%, KCNH2 3.1 inh 10, Rab9 prom act -8%, PKM2 act 6% and ELG1 DNA repair 1%.
Screening Cc1ccc(CNC(=O)CCNS(=O)(=O)c2ccc3c(c2)c(=O)n(C)c(=O)n3C)cc1 returned MBNL1-CUG inh -5%, NPC1 promoter act 2%, Mito fusion act -2%, RORg inh 18%, Gal4-VP16 FLuc -7%, Menin-MLL TR inh 14%, FLuc counter -1%, KCNH2 3.1 inh -4, Rab9 prom act -2%, PKM2 act -5% and ELG1 DNA repair -17%.
COc1ccc(C2c3ccc4ccccc4c3Oc3ncn(Cc4ccco4)c(=N)c32)cc1OC (centres undefined) was read as MBNL1-CUG inh -4%, NPC1 promoter act -5%, Mito fusion act 8%, RORg inh -19%, Gal4-VP16 FLuc inconclusive, Menin-MLL TR inh 2%, FLuc counter -1%, KCNH2 3.1 inh -12, Rab9 prom act -4%, PKM2 act 4% and ELG1 DNA repair -11%.
Screening CCOC(=O)c1[nH]c2ccccc2c1N=C(C)N(CC)CC returned MBNL1-CUG inh -4%, NPC1 promoter act 1%, Mito fusion act -1%, RORg inh -32%, Gal4-VP16 FLuc 0%, Menin-MLL TR inh 7%, FLuc counter 3%, KCNH2 3.1 inh -21, Rab9 prom act 3%, PKM2 act -10% and ELG1 DNA repair 7%.
For Cc1cccc2c1N(CCOc1ccccc1)C(=O)C2=O the results were MBNL1-CUG inh inconclusive, NPC1 promoter act -5%, Mito fusion act 2%, RORg inh 0%, Gal4-VP16 FLuc -1%, Menin-MLL TR inh inconclusive, FLuc counter 5%, KCNH2 3.1 inh -11, Rab9 prom act -4%, PKM2 act -1% and ELG1 DNA repair inconclusive.
For Cc1cc(C)c(NC(=O)c2ccc3c(c2)NC(=O)C(C)S3)c(C)c1 (centres undefined) the results were NPC1 promoter act -4%, Mito fusion act 2%, FLuc counter 6%, KCNH2 3.1 inh -3, Rab9 prom act 0% and ELG1 DNA repair 1%.
O=C(NCc1ccccc1Cl)c1ccc2c(c1)SC1=NS(=O)(=O)CCN12 was read as MBNL1-CUG inh -9%, NPC1 promoter act -3%, Mito fusion act -4%, RORg inh inconclusive, Gal4-VP16 FLuc -7%, Menin-MLL TR inh -2%, FLuc counter -2%, KCNH2 3.1 inh -10, Rab9 prom act -7%, PKM2 act 8% and ELG1 DNA repair 0%.
Screening O=C(NCCCN1CCOCC1)c1ccc(Sc2ccc(Br)cc2)c([N+](=O)[O-])c1 returned MBNL1-CUG inh 7%, NPC1 promoter act -1%, Mito fusion act 0%, RORg inh -16%, Gal4-VP16 FLuc 2%, Menin-MLL TR inh -4%, FLuc counter 4%, KCNH2 3.1 inh -35, Rab9 prom act -6%, PKM2 act -1% and ELG1 DNA repair -1%.
`O=C(CCc1nc2ccccc2[nH]1)N1CCN(C(=O)c2ccco2)CC1` gave MBNL1-CUG inh 21%, NPC1 promoter act 1%, Mito fusion act -4%, RORg inh 0%, Gal4-VP16 FLuc -9%, Menin-MLL TR inh 6%, FLuc counter 6%, KCNH2 3.1 inh -3, Rab9 prom act -4%, PKM2 act 1% and ELG1 DNA repair -4%.
For COc1ccc(/C=N/Nc2ccc(C(=O)O)cc2)c(OC)c1OC the results were MBNL1-CUG inh inconclusive, NPC1 promoter act 2.8µM*, Mito fusion act -22%, RORg inh -23%, Gal4-VP16 FLuc -14%, Menin-MLL TR inh inconclusive, FLuc counter 15µM*, KCNH2 3.1 inh 5, Rab9 prom act 3.2µM* and ELG1 DNA repair inconclusive.
For O=c1[nH]c(=O)n(Cc2ccco2)c2c1C(C(F)(F)F)(C(F)(F)F)N=C(c1ccc(F)cc1)N2 the results were MBNL1-CUG inh 6%, NPC1 promoter act -12%, Mito fusion act 4%, RORg inh 13%, Gal4-VP16 FLuc -1%, Menin-MLL TR inh inconclusive, FLuc counter 1%, KCNH2 3.1 inh -13, Rab9 prom act -34%[inhibitor], PKM2 act -1% and ELG1 DNA repair -6%.
For CCn1c(=O)[nH]c2ccccc2c1=O the results were MBNL1-CUG inh -8%, NPC1 promoter act -7%, Mito fusion act 1%, RORg inh 2%, Gal4-VP16 FLuc 0%, Menin-MLL TR inh 3%, FLuc counter 0%, KCNH2 3.1 inh 13, Rab9 prom act 2%, PKM2 act 1% and ELG1 DNA repair inconclusive.
For COc1ccc(N(CC(=O)NC2CCCC2)C(=O)CCC(=O)Nc2cc(C)on2)c(OC)c1 the results were MBNL1-CUG inh -9%, NPC1 promoter act -3%, Mito fusion act 0%, RORg inh 21%, Gal4-VP16 FLuc -2%, Menin-MLL TR inh -21%, FLuc counter 0%, KCNH2 3.1 inh 11, Rab9 prom act 13%, PKM2 act 0% and ELG1 DNA repair -7%.
`Cc1ccn2c(=O)c(C(=O)NCCCN3CCCC3=O)c(O)nc2c1` gave MBNL1-CUG inh -3%, NPC1 promoter act -1%, Mito fusion act 1%, RORg inh -7%, Gal4-VP16 FLuc -10%, Menin-MLL TR inh -13%, FLuc counter 2%, KCNH2 3.1 inh -14, Rab9 prom act 0% and ELG1 DNA repair 0%.
